Assay outcomes as filed in PubChem BioAssay.
DENV2 CPE: inhibitors of DENV2 cytopathic effect, primary screen, cell-based, plate reader, single concentration; actives 1.7% (n = 350,000); DENV2-infected cells, cytopathic effect rescue; CPE inhibition, % at 9.99 µM; in the data active = CPE inhibition above about 20%, passing the limit was not always enough; inconclusive = no clear call, values can overlap the other calls; tested in BHK-21 cells;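 also: 0% = median of neutral control wells and 100% = median of positive control wells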
RAD52 inh: RAD52 DNA annealing inhibitors, primary screen, biochemical, FRET, single point, set 2; DNA repair protein RAD52 homolog (Homo sapiens), P43351; actives 0.46% (n = 360,000); AID 651710, 2012; inhibition, % at 18.7 µM; recombinant RAD52 DNA annealing, FRET fluorescence;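 active = every replicate showing at least 50% inhibition; inconclusive = mean inhibition at least 50% but not in every replicate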
RAD54 inh: inhibitors of human RAD54 branch migration, primary screen, biochemical, fluorescence, single point; DNA repair and recombination protein RAD54-like (Homo sapiens), Q92698; RAD54 Holliday junction branch migration, FAM/BHQ fluorescence; actives 0.14% (n = 360,000); inhibition, % at 10.4 µM;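 active = mean normalized replicate activity at least 40 and at least half of replicates scoring 40 or more; inconclusive = only one of the two criteria met; inactive = mean below 40 and under half of replicates reaching 40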;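 also: 0% = median of neutral control wells and 100% = median of positive control wells; inhibitors cause a drop in the FAM fluorescence signal; in these data hits start at about 50%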
CFTR F508del cor: F508del CFTR correction, initial screen, CFBE line, single point; CFBE cells, YFP halide quenching; stimulated with forskolin plus potentiator P3; % fluorescence drop versus neutral controls; activity (quench increase), % at 7.58 µM; actives 0.36% (n = 350,000); AID 720511, 2013;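 active = mean added fluorescence quench of at least 8% versus neutral control, with both replicates also reaching 8%; inconclusive = only one of the mean or replicate conditions met; inactive = mean below 8% and not both replicates reaching 8%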;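 also: cells transiently co-express mutant CFTR-F508del with the halide-sensitive YFP; corrector assay measuring rescue of mutant channel to the surface after 24 h compound exposure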
CASP6 VEID inh: human caspase-6 inhibitors, primary screen, biochemical, VEID-R110 fluorescence, single point, set 2 | AID 686996, 2013 | inhibition, % at 12.5 µM | purified caspase-6, Z-VEID-R110 cleavage fluorescence | P55212 | actives 0.53% (n = 350,000);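 active = mean inhibition across replicates at least about 35%, with every replicate also reaching that limit, limit read from the data; inconclusive = only one of the two criteria met; inactive = neither criterion met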;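 also: 0% = median of neutral control wells and 100% = no fluorescence left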
Target sequence (P55212 24-179 limits assumed): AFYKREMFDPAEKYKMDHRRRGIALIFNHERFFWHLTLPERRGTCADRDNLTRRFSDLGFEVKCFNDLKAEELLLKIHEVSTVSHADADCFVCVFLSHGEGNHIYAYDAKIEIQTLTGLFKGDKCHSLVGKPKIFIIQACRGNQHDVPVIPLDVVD
Target sequence (P55212 194-293 limits assumed): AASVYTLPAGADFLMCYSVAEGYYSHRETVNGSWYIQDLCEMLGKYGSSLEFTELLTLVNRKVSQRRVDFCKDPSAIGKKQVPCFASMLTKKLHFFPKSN
INS-1E GSIS act: GLuc luminescence reporter in INS-1E cells, primary screen for activators of glucose-dependent secretion of insulin | AID 743287, 2014 | INS-1E GLuc reporter insulin secretion, 2-3 h | activation, % at 16.6 µM | actives 0.61% (n = 370,000);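 active = lowest replicate activation of at least 40%, so every replicate reaches that level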;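 also: 0% = median of neutral control wells and 100% = median of IBMX positive control wells; some compounds called inactive have numbers as strong as hits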
XiGFP reactiv: activators of inactive X chromosome reactivation, primary screen, imaging, XiGFP fibroblasts, GFP high-content imaging, set 2. activation, % at 7.58 µM. actives 0.055% (n = 360,000). XiGFP mouse fibroblasts, % GFP-positive cells imaging, 3 d; cells co-treated with 5-aza-dC sensitizer; scaled so ellipticine positive control = 100%. AID 743238, 2013;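 active = mean normalized replicate activation at least 10% and every replicate at or above 10%; inconclusive = only one of the two criteria met; inactive = mean below 10% and not all replicates reach 10%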;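 also: 0% = median of on-plate neutral control wells and 100% = ellipticine 6 µM median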
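Assay system: SV40-immortalized XiGFP fibroblast cells, line 68-5-11; buffer or medium: DMEM plus 5-aza-dC sensitizer; compound: one concentration, pinned; timing: compounds 3 days, fix/stain 15 min at room temperature; benchmarks: positive control ellipticine, 6 µM final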
E-sel inducer: E-selectin induction in HUVECs, primary screen, imaging, HUVEC, immunofluorescence imaging, single point | P16581 | normalized: neutral wells 0, TNF-alpha wells 100 | activation, % at 7.58 µM | actives 0.37% (n = 260,000);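 active = mean E-selectin-positive cell signal at least 10% of the positive control, reached in at least 60% of replicates, without over 20% cell loss; inconclusive = no rule given, readout overlaps actives, possibly toxicity-flagged; inactive = the rest, including those meeting only one limit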;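 also: in these data hits start at about 27%; measured in HUVEC primary endothelial cells; signal is the percent of cells scored E-selectin positive by PE staining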
Target sequence (P16581 whole entry, looked up): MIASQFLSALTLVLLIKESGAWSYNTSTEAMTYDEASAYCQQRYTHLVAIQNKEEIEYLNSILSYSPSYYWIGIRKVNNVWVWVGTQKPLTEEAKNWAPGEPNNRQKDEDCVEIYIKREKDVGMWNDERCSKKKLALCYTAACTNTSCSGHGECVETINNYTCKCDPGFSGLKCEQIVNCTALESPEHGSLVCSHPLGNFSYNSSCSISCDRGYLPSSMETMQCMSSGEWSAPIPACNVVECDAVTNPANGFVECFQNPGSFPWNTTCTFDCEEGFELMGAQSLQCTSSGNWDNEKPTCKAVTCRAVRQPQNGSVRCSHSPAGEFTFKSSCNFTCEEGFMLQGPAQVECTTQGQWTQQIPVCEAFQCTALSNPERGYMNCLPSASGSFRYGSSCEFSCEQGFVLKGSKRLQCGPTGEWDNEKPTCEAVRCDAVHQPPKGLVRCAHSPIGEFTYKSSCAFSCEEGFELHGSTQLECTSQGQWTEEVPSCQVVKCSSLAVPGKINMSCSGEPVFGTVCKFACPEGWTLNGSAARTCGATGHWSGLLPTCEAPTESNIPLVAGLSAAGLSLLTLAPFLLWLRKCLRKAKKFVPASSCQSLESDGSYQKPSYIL
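System: HUVEC, human umbilical vein endothelial cells; quantity: 3,000 cells/well; buffer or medium: EGM-2 medium, gelatin-coated wells; dosing: single-point compound dose; detection: immunofluorescence imaging; evaluation: % PE-positive cells; benchmarks: TNF-alpha, DMSO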
Active calls of the source: *; ? = inconclusive; . = no result given.

No.	structure	DENV2 CPE	RAD52 inh	RAD54 inh	CFTR F508del cor
1	CNC[C@@H]1Oc2ccc(NS(=O)(=O)c3ccc(OC)cc3)cc2C(=O)N([C@@H](C)CO)C[C@@H]1C	.	-4.4	-2.3	0.2
2	Nc1cc2nn(-c3ccccc3)nc2cc1Cl	0.2	13.8	.	2.1
3	COc1cc(S(=O)(=O)NCc2ccccn2)ccc1Cl	2.2	-2.7	-7.4	1.8
4	COc1ccc(NC(=O)N(C)C[C@H]2Oc3ncc(-c4cccnc4)cc3C(=O)N([C@H](C)CO)C[C@H]2C)cc1	1.5	-6.4	1.1	-3.2
5	C[C@@H]1CN([C@@H](C)CO)C(=O)c2cc(NC(=O)CCCN(C)C)ccc2O[C@@H]1CN(C)Cc1ccc(C(F)(F)F)cc1	-4.2	9.1	2.6	-4.0
6	C[C@@H]1CN([C@H](C)CO)C(=O)Cc2cc(NS(=O)(=O)c3ccc(F)cc3)ccc2O[C@@H]1CN(C)Cc1ccc(C(=O)Nc2ccccc2N)cc1	13.2	17.5	.	0.4
7	CC(C)(C)NS(=O)(=O)c1ccc(NC(=O)C2CCCCC2)cc1	.	-15.5	-0.2	1.1
8	CCOC(=O)c1ccc(NC(=O)COc2ccccc2CNC2CCCC2)cc1	.	2.3	.	6.2
9	C=CCn1c(Sc2ncc([N+](=O)[O-])s2)n[nH]c1=O	0.7	-4.7	5.5	-11.1
10	CCc1ccc(N2CC(C(=O)N/N=C/c3ccccc3)CC2=O)cc1 (centres undefined)	4.2	-5.1	4.3	0.4
11	O=C(CSc1ccc2nnc(CCNC(=O)c3ccccc3)n2n1)NCCc1ccccc1	-0.4	-0.8	-3.3	-2.4
12	CC1=C(C(=O)OC(C)C)C(c2ccc(Cl)cc2)n2c(s/c(=C\c3ccc(OCC(=O)O)cc3)c2=O)=N1 (centres undefined)	-3.6	-80.4	1.6	-1.4

No.	CASP6 VEID inh	INS-1E GSIS act	XiGFP reactiv	E-sel inducer
1	-3.5	10.1	0.0	-0.1
2	98.4*	.	0.3	0.2
3	-2.8	1.8	-0.1	.
4	1.1	16.7	0.0	.
5	3.2	19.7	-0.1	10.8
6	0.8	-16.2	0.1	1.6
7	0.1	-15.5	0.2	1.8
8	1.0	-31.6	-0.1	.
9	1.3	.	0.6	-1.2
10	-1.3	-12.1	0.3	-0.1
11	-0.5	1.7	0.1	-0.1
12	21.7	-6.1	0.2	0.5

Additional entries follow:
No.	structure	DENV2 CPE	RAD52 inh	RAD54 inh	CFTR F508del cor
13	C=CCN(CC=C)CCOc1ccc(C)cc1[N+](=O)[O-]	6.2	11.8	.	.
14	CC(C)N(C(=O)[C@H]1C[C@H](CC(=O)NCCC2=CCCCC2)C(=O)N2CCc3c([nH]c4cc(-c5ccco5)ccc34)[C@]12C)C(C)C	0.3	-31.4	-17.5	-1.0
15	COc1ccccc1Nc1nnc(SCC(=O)NC2CCCC2)s1	2.2	-43.4	-0.6	-0.8
16	Cc1ccc(O)c(NC(=O)c2cc(-c3ccccc3Cl)on2)c1	8.2	-11.1	2.9	-6.5
17	COc1ccc(NC(=O)N(C)C[C@H]2Oc3ccc(N(C)C)cc3C(=O)N([C@@H](C)CO)C[C@H]2C)cc1	-0.9	6.5	-10.0	1.3
18	CCCC#Cc1ccc2c(c1)O[C@H](CN(C)Cc1cccnc1)[C@H](C)CN([C@H](C)CO)S2(=O)=O	4.6	8.9	-3.5	.
19	CCC(C)(C)C(=O)Nc1cc([N+](=O)[O-])ccc1Cl	-7.0	-10.3	.	.
20	O=C(NCc1ccncc1)c1ccc(NS(=O)(=O)c2ccccc2)cc1	14.0	-20.1	8.1	0.7
21	Cn1c2ccccc2c(=O)c2ccc(C#Cc3ccc(N)cc3)cc21	?	-75.4	5.1	1.8
22	COc1cc(C(=O)OC2CSCC2NC(=O)c2ccccc2)cc(OC)c1OC (centres undefined)	8.4	-0.5	.	.
23	C[C@H](CO)N1C[C@H](C)[C@H](CN(C)C(=O)Nc2cccc3ccccc23)Oc2c(NC(=O)Nc3ccccc3)cccc2C1=O	0.2	-6.3	-0.1	2.0
24	O=C(NCc1ccccn1)c1cccn1-c1ncc(C(F)(F)F)cc1Cl	0.7	-9.2	-2.3	-0.3

No.	CASP6 VEID inh	INS-1E GSIS act	XiGFP reactiv	E-sel inducer
13	-17.7	.	0.0	.
14	-1.2	0.9	-0.1	-0.9
15	-0.9	6.5	0.8	.
16	2.3	.	0.2	.
17	-7.6	-4.8	-0.2	-0.1
18	11.4	-24.0	-0.6	0.4
19	-0.9	.	0.4	0.5
20	1.9	6.7	0.1	0.1
21	-6.7	.	0.1	2.1
22	1.8	7.9	-0.1	.
23	-0.8	-1.5	-1.4	3.6
24	-2.8	-13.2	0.0	.

Remaining list, next part.
No.	structure	DENV2 CPE	RAD52 inh	RAD54 inh	CFTR F508del cor
25	O=C(CC(F)(F)F)N1C[C@@H]2[C@H](c3ccccc31)[C@H](CO)N2C(=O)Cc1cccnc1	-7.8	-25.5	-11.8	1.8
26	C[C@@H]1CN([C@@H](C)CO)C(=O)c2cc(-c3ccncc3)cnc2O[C@@H]1CN(C)C(=O)C1CCOCC1	-6.2	1.7	0.9	-2.1
27	COc1ccccc1-c1ccc([C@H]2[C@@H](CO)N(C(=O)C3CCCC3)[C@H]2C#N)cc1	35.8*	-18.7	.	-1.9
28	N#Cc1nc(-c2ccc(F)cc2)oc1N1CCCCC1	0.9	3.7	-30.5	1.0
29	COc1ccc2cc(C(=O)Nc3ccc(O)cc3)sc(=O)c2c1OC	-18.9	-27.8	.	0.4
30	CSc1ccccc1C(=O)N(CC1CCCO1)c1c(N)n(Cc2ccccc2)c(=O)[nH]c1=O (centres undefined)	-1.6	6.2	-14.8	6.7
31	C[C@]12c3[nH]c4ccc(Cl)cc4c3CCN1C(=O)[C@@H](CC(=O)NCC13CC4CC(CC(C4)C1)C3)C[C@@H]2C(=O)N1CCCCC1	?	-12.4	-9.4	-6.9
32	COC(=O)C1CCN(CC(=O)Nc2ccc3c(c2)OCCO3)CC1	1.1	-18.6	0.6	-0.1
33	O=C(CN1CCN(S(=O)(=O)c2ccccc2)CC1)N1CCCCC1	5.5	-9.1	-6.1	-0.2
34	N=c1c(S(=O)(=O)c2ccccc2)cc2c(=O)n3ccccc3nc2n1C1CCCCC1	?	-20.5	-1.8	-7.1
35	Cc1ccc(NC(=O)c2cc(-c3ccccc3)nn2-c2ccccc2)cc1	4.8	-19.8	-2.1	.
36	C=CCNC(=O)C1CCC(CNc2nc(=S)[nH]c3ccccc23)CC1 (centres undefined)	0.6	-9.3	-22.1	-1.7

No.	CASP6 VEID inh	INS-1E GSIS act	XiGFP reactiv	E-sel inducer
25	-1.3	9.9	0.3	0.0
26	-0.7	-2.2	-1.1	-0.2
27	-3.4	-12.1	0.0	0.0
28	-3.3	20.8	0.1	.
29	0.0	-8.0	-0.1	.
30	1.0	5.3	0.1	.
31	3.8	-24.9	0.1	-2.1
32	-2.5	1.9	0.4	-1.7
33	-1.0	-6.0	0.3	.
34	3.8	-28.4	0.2	-3.1
35	2.2	-6.8	0.2	-0.6
36	0.6	.	0.2	0.3

Next compounds follow.
No.	structure	DENV2 CPE	RAD52 inh	RAD54 inh	CFTR F508del cor
37	CN1C2CCC1CC(NC(=O)c1ccc(Cl)cc1)C2 (centres undefined)	-4.6	-14.6	-14.6	1.6
38	COc1cccc(NC(=O)CN2C(=O)c3cccnc3Oc3ccc(Cl)cc32)c1	-4.1	-77.6	-18.3	0.2
39	COCC(=O)Nc1ccc2c(c1)OC[C@H](C)N(Cc1ccncc1)C[C@H](C)[C@@H](OC)CN(C)C2=O	1.0	0.6	.	0.8
40	O=C(Nc1ccccc1F)N1CC(=O)N2[C@@H](CO)[C@H](c3ccc(-c4ccccc4)cc3)[C@@H]2C1	2.2	4.4	.	-0.3
41	c1ccc(CCNc2ccc3c(c2)Cc2ccccc2-3)nc1	0.0	-4.4	2.8	-2.2
42	CCCn1c(SCC(=O)NC(=O)NCc2ccccc2)n[nH]c1=O	0.3	-6.4	-4.3	-2.2
43	C=CCN1C(=O)/C(=C2/Sc3ccccc3N2CC)SC1=S	?	-28.7	-6.6	-5.4
44	COC(=O)c1ccc2cc(C)cc(C)c2n1	13.4	-10.5	-7.0	-1.5
45	Cc1cc2ccccc2n1CCNC(=O)C1CCCCC1	4.0	-14.0	-7.6	1.1
46	COc1ccc(N(CC(=O)O)S(=O)(=O)c2ccc(C)cc2)cc1Cl	-2.1	-13.9	.	0.3
47	CCCCN1CCN=C1Nc1ccccc1	-6.6	-16.0	-0.4	0.5

No.	CASP6 VEID inh	INS-1E GSIS act	XiGFP reactiv	E-sel inducer
37	3.0	.	0.0	1.4
38	1.9	0.0	0.3	0.1
39	-0.2	8.0	0.9	-0.3
40	-1.9	27.2	0.1	-0.1
41	0.1	3.7	0.3	-0.2
42	-0.1	8.0	0.6	.
43	0.2	-1.5	-0.1	.
44	0.8	5.1	0.0	0.0
45	10.9	.	-0.1	1.3
46	-3.7	-5.0	0.1	.
47	-0.9	21.9	0.2	-0.1

In the list so far, these have a COOH group:
No.	structure	DENV2 CPE	RAD52 inh	RAD54 inh	CFTR F508del cor
12	CC1=C(C(=O)OC(C)C)C(c2ccc(Cl)cc2)n2c(s/c(=C\c3ccc(OCC(=O)O)cc3)c2=O)=N1 (centres undefined)	-3.6	-80.4	1.6	-1.4
46	COc1ccc(N(CC(=O)O)S(=O)(=O)c2ccc(C)cc2)cc1Cl	-2.1	-13.9	.	0.3

No.	CASP6 VEID inh	INS-1E GSIS act	XiGFP reactiv	E-sel inducer
12	21.7	-6.1	0.2	0.5
46	-3.7	-5.0	0.1	.
